# aSyn yeast rescue = qHTS of alpha-syn Inhibitors: NCGC Sytravon Library Screen; Potency, µM (series often up to 46.1 µM), inactives show at the top dose growth rescue (activation), most hits filed as activators; hit rate 0.02% among 94,000; S. cerevisiae alpha-synuclein toxicity rescue, BacTiter-Glo growth, 24 h; active = well fitted activation curve with a large enough effect; inconclusive = small, poorly fitted or top-dose-only effect; note: 0% is about no effect
#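 Growth restoration measured by BacTiter-Glo luminescence after 24 hr at 30 deg C; alpha-synuclein yeast, raffinose-pregrown to mid-log, were added at OD600=0.02 in galactose medium onto pinned compounds.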
# An asterisk follows results filed as active; ? = inconclusive; [ ] = another dose, or the depositor's remark. Potency is the fitted concentration of half-maximal effect.
SMILES,aSyn yeast rescue
CC(=O)Nc1cc2cc(NS(=O)(=O)c3ccc(Cl)cc3)ccc2oc1=O,2%
COC(=O)Cc1ccc(NC(=S)NCCCN2CCOCC2)cc1,-11%
COc1ccccc1-c1nc(S(=O)(=O)c2ccc(Cl)cc2)c(N2CCCCCC2)o1,6%
CCN(CC)C(=O)c1oc2ccc(S(=O)(=O)N3CC(C)CC(C)C3)cc2c1C (stereo unspecified),?
COc1cccc(NC(=O)CN2C(=O)c3cccc4cccc2c34)c1,-5%
CCc1ccc(NC(=O)CSc2c(C)cnc3c2c(=O)n(C)c(=O)n3C)cc1,-7%
CC(=O)Nc1ccc(NC(=O)c2c(-c3ccccc3)noc2C)cc1,5%
COc1ccc(NC(=O)Cn2ncc3c([nH]c4ccccc43)c2=O)cc1Cl,3%
COc1ccc(-c2nc(SCC(=O)N3CCC(C)CC3)n[nH]2)cc1,-3%
COc1cccc(C(=O)Nc2cccc(OCc3cc(=O)n4c5c(sc4n3)CCCC5)c2)c1,-1%
Cc1ccc(F)cc1NC(=O)CCc1c(C)nn(-c2ccc(N3CCCC3)nn2)c1C,6%
CC(C)[C@H](Nc1ncnc2c1oc1ccccc12)C(=O)O,-2%
CN(C)c1ccc(S(=O)(=O)N(C)C)cc1[N+](=O)[O-],-11%
O=C(NCc1ccccc1Br)c1ccc(-n2cnc3cccnc32)cc1,-11%
CCOC(=O)c1c(CC(C)C)csc1NC(=O)COC(=O)c1cnc(C)cn1,10%
CCOc1ccccc1C(=O)Nc1cccc2ccc(C)nc12,5%
Cc1ccc(S(=O)(=O)NCCc2nnc3ccc(SCC(=O)Nc4ccc(F)cc4F)nn23)cc1,1%
CCN(CC(=O)Nc1c(F)cccc1F)C(=O)c1cccc(S(=O)(=O)N2CCc3ccccc3C2)c1,2%
Cc1ccc(C)c(N2CCN(C3=C(c4ccccc4)C(=O)c4ccccc43)CC2)c1,3%
CC(Oc1ccccc1F)C(=O)N1CCC(c2nc3ccccc3o2)CC1 (stereo unspecified),6%
Cc1cccc(C)c1NC(=O)NS(=O)(=O)c1ccccc1,6%
CC(=O)O[C@H]1CC(=O)OC(C)(C)C2CC(=O)[C@]3(C)C(CC[C@@](C)([C@@H](O[C@@H]4O[C@H](CO)[C@@H](O)[C@H](O)[C@H]4O)c4ccoc4)[C@@]34O[C@@H]4C(=O)O)[C@]21C (stereo partly specified),3%
COc1cccc(NC(=O)C2CCCN(c3ncnc4onc(C)c34)C2)c1 (stereo unspecified),-1%
Clc1ccc(-c2nnn3c2nc(NCc2ccc4c(c2)OCO4)c2ccccc23)cc1,2%
CSc1ccc(CNCC(O)c2ccccc2)cc1 (stereo unspecified),5%

# Ordered by molar mass (descending): 3 of the compounds above.
SMILES,aSyn yeast rescue
Clc1ccc(-c2nnn3c2nc(NCc2ccc4c(c2)OCO4)c2ccccc23)cc1,2%
Cc1ccc(F)cc1NC(=O)CCc1c(C)nn(-c2ccc(N3CCCC3)nn2)c1C,6%
COc1cccc(NC(=O)C2CCCN(c3ncnc4onc(C)c34)C2)c1 (stereo unspecified),-1%

# Other entries.
SMILES,aSyn yeast rescue
Cc1cc2nc(CS)[nH]c2cc1C,-3%
CCCn1c2ccccc2c2cnn(CC(=O)NCC3CCN(Cc4ccc(C)cc4)CC3)c(=O)c21,1%
CCN(CCCNC(=O)c1cc2cc3ccc(OC)cc3nc2s1)c1cccc(C)c1,1%
CC(=O)/C(N=Nc1cc(C)ccc1O)=C(\C)O,-8%
CCc1cccc(C)c1NC(=O)c1nc2ccccc2nc1N1CCCCC1,5%
CCCCN1C(=O)C(CC(=O)NCCc2ccccn2)CC(C(=O)N(C)C)=C1C (stereo unspecified),-6%
Cc1c(NC(=O)C(C)OC(=O)/C=C/c2ccc(OC(F)F)cc2)c(=O)n(-c2ccccc2)n1C (stereo unspecified),-3%
CC(=O)c1sc(NCc2ccccc2)nc1C,-2%
CCc1ccc2oc(C(=O)Nc3sc4c(c3C(=O)NC)CCCC4)cc(=O)c2c1,5%
O=C(Nc1ccc2oc(=O)ccc2c1)c1cc([N+](=O)[O-])ccc1N1CCOCC1,0%
O=C(/C=C/c1ccc(F)cc1)NCCNC(=O)/C=C/c1ccc(F)cc1,4%
COc1cccc(CNC(=O)C(=O)NCC(c2ccco2)S(=O)(=O)c2cccs2)c1 (stereo unspecified),-5%
Cc1ccc(S(=O)(=O)N2CCN(C(=O)COC(=O)/C=C/c3ccc(F)cc3)CC2)c(C)c1,-6%
COc1ccccc1CCNC(=O)Cc1c(C)c2cc3c(C(C)(C)C)coc3c(C)c2oc1=O,-4%
Cc1ccc(NC(=O)c2cc(S(=O)(=O)N3CCCCC3)c[nH]2)cc1F,-1%
CCCNC(=O)C1CCC(Cn2c(=O)c3sccc3n(CC(=O)N3CCCC(C)C3)c2=O)CC1 (stereo unspecified),-3%
Cc1ccc(C(C)C)c(OCc2ccc(C(=O)Nc3ccc(S(N)(=O)=O)cc3C)o2)c1,-2%
CCCNC(=O)CCNS(=O)(=O)c1ccc2c(c1)c(=O)n(C)c(=O)n2C,0%
CC1CCCCC1NC(=O)CCn1c(=S)[nH]c2ccccc2c1=O (stereo unspecified),3%
Cc1ccc(S(=O)(=O)N(C)c2ccc(OCC(=O)NCC3(N(C)C)CCCCC3)cc2)cc1,-1%
COc1cccc(-c2[nH]c3c(c2-c2c(-n4cccc4)n(C)c(=O)[nH]c2=O)c(=O)[nH]c(=O)n3C)c1,-6%
CCC(=O)N1CCc2cc(Br)cc(S(=O)(=O)N3CCCC(C(=O)Nc4cccc(Cl)c4C)C3)c21 (stereo unspecified),-5%
COc1ccc(Cn2c(=O)[nH]c3cc(C(=O)N4CCN(c5cc(C)ccc5C)CC4)ccc3c2=O)cc1,2%
Cc1ccc(N(C(=O)c2snc(C(N)=O)c2N)C(CC(C)C)C(=O)NC2CCCC2)cc1 (stereo unspecified),-42%[inhibitor]
Cc1ccccc1OCCn1c(-c2ccc(Cl)cc2)nc2ccccc2c1=O,-3%

# Later entries
SMILES,aSyn yeast rescue
C/C(CC(=O)Nc1ccc([N+](=O)[O-])cc1)=N/NC(=O)C1CC12CCC2 (stereo unspecified),13%
O=C(OC(c1ccc(NS(=O)(=O)c2ccccc2)cc1)(C(F)(F)F)C(F)(F)F)c1ccccc1,-38%[inhibitor]
Cc1oc(-c2ccc(C(=O)NCCC(C)C)cc2)nc1CN1CCc2ccccc21,8%
COc1ccc(N2CCN(C(=O)NC3CC(=O)N(c4ccc(OC)cc4)C3)CC2)cc1 (stereo unspecified),10%
COc1ccc([N+](=O)[O-])cc1N(CC(=O)NC1CCCCC1)S(C)(=O)=O,0%
COc1ccc(C(=O)NCc2ccc3c(c2)CCN3C(=O)c2ccc(F)cc2)cc1,4%
CCOc1cc(/C=N/Nc2cccc(C(=O)O)c2)ccc1OCC(=O)N1CCCCC1,3%
COc1ccc(CCNC(=O)C(C)n2c(=O)cc(C(F)(F)F)c3c(C)nn(C)c32)cc1OC (stereo unspecified),2%
COc1ccc(N2CSC(=S)N(c3ccc(OC)cc3)C2)cc1,-5%
COc1ccc(CCCc2nnc(SCC(=O)Nc3cc(C)ccc3C)o2)cc1,6%
Cc1cc(C)c2c3c(sc2n1)C(=O)N(c1ccccc1C)CC(=O)N3,-3%
CCOc1ccc(-c2csc(-c3c(N)c(C(=O)c4ccc5c(c4)OCO5)n4ccccc34)n2)cc1,-11%
CC(C)CN(C(=O)COc1ccccc1C(=O)NCc1ccccc1)C1CCS(=O)(=O)C1 (stereo unspecified),-6%
CCCCC(=O)Nc1ccc2nc(SCC(=O)N3CCOCC3)sc2c1,-2%
COc1ccc(C(=O)NC(=S)Nc2nc(C)cc(C)n2)cc1Br,4%
COc1cccc(C(=O)Oc2ccc3c(C)cc(=O)oc3c2C(C)=O)c1,3%
CCC(Oc1ccccc1C)C(=O)Nc1ccc(S(=O)(=O)Nc2cc(C)on2)cc1 (stereo unspecified),8%
CC1(C)CC(=O)C=C(c2ccc(COC(=O)c3ccccc3)cc2)C1=O,8%
COc1ccccc1-n1nnnc1SCC(=O)NC1CC1,-9%
S=c1[nH]nc(-c2ccco2)n1/N=C/c1c(Cl)cccc1Cl,-3%
COc1ccc(S(=O)(=O)N2CCC(C(=O)N(CC(C)C)C3CCS(=O)(=O)C3)CC2)cc1OC (stereo unspecified),-8%
Cc1ccc(NC(=O)CN2C(=O)CCSc3ccc(S(=O)(=O)N4CCCC4)cc32)cc1,2%
O=C(NCc1ccccc1Cl)c1nnc(Cc2ccc(Cl)cc2)o1,5%

# Part of the list above, bar-delimited:
smiles | aSyn yeast rescue
CCC(=O)N1CCc2cc(Br)cc(S(=O)(=O)N3CCCC(C(=O)Nc4cccc(Cl)c4C)C3)c21 (stereo unspecified) | -5%
COc1ccc(Cn2c(=O)[nH]c3cc(C(=O)N4CCN(c5cc(C)ccc5C)CC4)ccc3c2=O)cc1 | 2%
Cc1ccc(N(C(=O)c2snc(C(N)=O)c2N)C(CC(C)C)C(=O)NC2CCCC2)cc1 (stereo unspecified) | -42%[inhibitor]
Cc1ccccc1OCCn1c(-c2ccc(Cl)cc2)nc2ccccc2c1=O | -3%
C/C(CC(=O)Nc1ccc([N+](=O)[O-])cc1)=N/NC(=O)C1CC12CCC2 (stereo unspecified) | 13%
O=C(OC(c1ccc(NS(=O)(=O)c2ccccc2)cc1)(C(F)(F)F)C(F)(F)F)c1ccccc1 | -38%[inhibitor]
Cc1oc(-c2ccc(C(=O)NCCC(C)C)cc2)nc1CN1CCc2ccccc21 | 8%
COc1ccc(N2CCN(C(=O)NC3CC(=O)N(c4ccc(OC)cc4)C3)CC2)cc1 (stereo unspecified) | 10%
COc1ccc([N+](=O)[O-])cc1N(CC(=O)NC1CCCCC1)S(C)(=O)=O | 0%
COc1ccc(C(=O)NCc2ccc3c(c2)CCN3C(=O)c2ccc(F)cc2)cc1 | 4%
CCOc1cc(/C=N/Nc2cccc(C(=O)O)c2)ccc1OCC(=O)N1CCCCC1 | 3%
COc1ccc(CCNC(=O)C(C)n2c(=O)cc(C(F)(F)F)c3c(C)nn(C)c32)cc1OC (stereo unspecified) | 2%
COc1ccc(N2CSC(=S)N(c3ccc(OC)cc3)C2)cc1 | -5%
COc1ccc(CCCc2nnc(SCC(=O)Nc3cc(C)ccc3C)o2)cc1 | 6%
Cc1cc(C)c2c3c(sc2n1)C(=O)N(c1ccccc1C)CC(=O)N3 | -3%
CCOc1ccc(-c2csc(-c3c(N)c(C(=O)c4ccc5c(c4)OCO5)n4ccccc34)n2)cc1 | -11%
CC(C)CN(C(=O)COc1ccccc1C(=O)NCc1ccccc1)C1CCS(=O)(=O)C1 (stereo unspecified) | -6%
CCCCC(=O)Nc1ccc2nc(SCC(=O)N3CCOCC3)sc2c1 | -2%
COc1ccc(C(=O)NC(=S)Nc2nc(C)cc(C)n2)cc1Br | 4%
COc1cccc(C(=O)Oc2ccc3c(C)cc(=O)oc3c2C(C)=O)c1 | 3%
CCC(Oc1ccccc1C)C(=O)Nc1ccc(S(=O)(=O)Nc2cc(C)on2)cc1 (stereo unspecified) | 8%
CC1(C)CC(=O)C=C(c2ccc(COC(=O)c3ccccc3)cc2)C1=O | 8%
COc1ccccc1-n1nnnc1SCC(=O)NC1CC1 | -9%
S=c1[nH]nc(-c2ccco2)n1/N=C/c1c(Cl)cccc1Cl | -3%
COc1ccc(S(=O)(=O)N2CCC(C(=O)N(CC(C)C)C3CCS(=O)(=O)C3)CC2)cc1OC (stereo unspecified) | -8%
Cc1ccc(NC(=O)CN2C(=O)CCSc3ccc(S(=O)(=O)N4CCCC4)cc32)cc1 | 2%
O=C(NCc1ccccc1Cl)c1nnc(Cc2ccc(Cl)cc2)o1 | 5%

# Not all compounds are listed; rates above refer to the full screens.
